From PubChem
TEAD-YAP block: TEAD-YAP interaction inhibition. HEK-TIYL cells, TEAD-Gal4/YAP UAS-luciferase luminescence. inhibition, % at 9.12 µM. 640,000 tested, 1.4% active. AID 1259422; in the data active means inhibition above about 32%;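 further: 0% = median of test compound wells and 100% = reference inhibitor wells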
GPR151 activ: human GPR151 activation | activation, % at 11.2 µM | AID 1508602 | 650,000 tested, 1% active | Q8TDV0 | PathHunter beta-arrestin GPR151 cells, luminescence; in the data active means activation above about 4.9%;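 further: 0% = median of compound wells and 100% = cells with positive control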
Target sequence (Q8TDV0 whole entry, looked up): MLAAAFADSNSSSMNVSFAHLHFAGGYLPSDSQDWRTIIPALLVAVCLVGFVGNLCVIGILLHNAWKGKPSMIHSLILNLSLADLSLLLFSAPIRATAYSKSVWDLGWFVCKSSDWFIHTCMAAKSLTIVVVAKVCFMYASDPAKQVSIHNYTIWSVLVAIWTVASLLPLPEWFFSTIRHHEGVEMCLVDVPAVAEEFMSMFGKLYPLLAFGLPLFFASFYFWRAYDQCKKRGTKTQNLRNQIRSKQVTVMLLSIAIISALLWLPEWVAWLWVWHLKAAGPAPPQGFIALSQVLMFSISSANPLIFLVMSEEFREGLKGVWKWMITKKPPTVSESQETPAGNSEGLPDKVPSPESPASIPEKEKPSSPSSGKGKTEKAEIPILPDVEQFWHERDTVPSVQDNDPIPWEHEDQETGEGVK
MITF inh: human MITF inhibition, primary screen; O75030; AlphaScreen MITF homodimerization, bead proximity signal; inhibition, % at 2.6 µM; 650,000 tested, 0.91% active; AID 1259374; in the data active means inhibition above about 50%;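 further: 0% = vehicle wells with protein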
FBW7 act: human FBW7 E3 ligase activation, primary screen | Q969H0 | 650,000 tested, 0.13% active | normalized activity (activation), % at 26.1 µM | AlphaScreen FBW7–phospho-cyclin E peptide binding, activator screen; in the data active means normalized activity above about 1.9%;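 further: purified mutant Fbw7 with reduced substrate affinity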
Target sequence (Q969H0 whole entry, looked up): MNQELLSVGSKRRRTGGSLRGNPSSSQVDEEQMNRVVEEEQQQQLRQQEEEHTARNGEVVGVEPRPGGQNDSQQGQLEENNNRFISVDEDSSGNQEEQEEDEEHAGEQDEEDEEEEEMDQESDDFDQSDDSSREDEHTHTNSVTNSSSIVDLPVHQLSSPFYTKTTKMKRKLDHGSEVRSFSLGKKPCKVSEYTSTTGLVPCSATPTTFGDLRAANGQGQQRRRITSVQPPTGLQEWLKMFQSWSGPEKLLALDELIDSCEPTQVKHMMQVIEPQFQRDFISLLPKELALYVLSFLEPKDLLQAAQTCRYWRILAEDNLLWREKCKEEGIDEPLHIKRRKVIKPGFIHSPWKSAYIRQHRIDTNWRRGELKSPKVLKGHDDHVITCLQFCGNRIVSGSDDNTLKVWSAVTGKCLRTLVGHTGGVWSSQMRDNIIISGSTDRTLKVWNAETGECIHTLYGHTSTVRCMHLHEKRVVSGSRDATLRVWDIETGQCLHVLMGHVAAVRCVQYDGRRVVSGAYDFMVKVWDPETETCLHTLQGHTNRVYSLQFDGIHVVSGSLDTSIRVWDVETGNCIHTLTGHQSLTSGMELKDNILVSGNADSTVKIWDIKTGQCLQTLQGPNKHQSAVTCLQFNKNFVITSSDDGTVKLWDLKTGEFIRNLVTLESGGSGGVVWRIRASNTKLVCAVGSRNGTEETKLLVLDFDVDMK
* hit, by the source's call; & = joins results of further samples.

smiles,GPR151 activ,FBW7 act,TEAD-YAP block,MITF inh
O=C(Nc1nccs1)C1CC1c1ccccc1 (stereo unspecified),1.0,0.1,2.2,12.4
Clc1ccc2nc(N/N=C\c3ccc4c(c3)OCO4)[nH]c2c1,0.5,0.8,-48.4,6.2
COc1ccc(C2CC(=O)C3=C(C2)NC(C)=C(C(=O)OC2CCCC2)C3c2ccccc2OC)cc1OC (stereo unspecified),-0.4,0.2,3.7,6.0
Nn1c(SCc2csc(-c3ccccc3)n2)nnc1C1COc2ccccc2O1 (stereo unspecified),1.0,0.0,2.8,3.5
COc1cccc(-c2nnc(SCC(=O)NCc3cccnc3)n2-c2ccccc2)c1,0.4,0.9,8.8,9.8
Cc1ccc2c(c1)C(c1ccccc1)CC(C)N2S(=O)(=O)c1ccccc1 (stereo unspecified),0.8,-0.2,3.2,3.8
Cc1ccc(NC(=O)c2nc[nH]c2C(=O)Nc2ccccc2C)cc1,1.0,-0.1,4.8,-8.5
OCCC1CN(Cc2cc(F)ccc2-n2cccn2)CCN1Cc1ccc(F)cc1 (stereo unspecified),-0.8,0.2,-5.1,10.4

Structures shown so far with an NH in an aromatic ring (two):
smiles,GPR151 activ,FBW7 act,TEAD-YAP block,MITF inh
Clc1ccc2nc(N/N=C\c3ccc4c(c3)OCO4)[nH]c2c1,0.5,0.8,-48.4,6.2
Cc1ccc(NC(=O)c2nc[nH]c2C(=O)Nc2ccccc2C)cc1,1.0,-0.1,4.8,-8.5

(next part)
smiles,GPR151 activ,FBW7 act,TEAD-YAP block,MITF inh
CN(C)CCCNC(=O)/C(=C/c1cn(-c2ccccc2)nc1-c1ccc(Br)cc1)NC(=O)c1ccccc1,-2.2,0.0,-7.0,1.0
Cc1cccc(C(=O)NNC(=O)CCC(=O)Nc2ccccc2)c1,-0.6,0.6,-7.0,18.6
Cn1c(=O)c2ccccc2n2c(SCC(=O)c3ccc4c(c3)NC(=O)CO4)nnc12,1.2,0.6,2.1,14.3
CC(=O)C1=C(C)Nc2ncnn2C1c1ccccn1 (stereo unspecified),0.1,-0.2,8.9,1.9
COc1ccc(C(C)=O)cc1N1C(=O)C2C(C1=O)C1(c3ccccc3)C(=O)C2(c2ccccc2)C(c2ccc(C)cc2)=C1c1ccc(C)cc1 (stereo unspecified),-0.3,0.0,-2.0,5.9
COc1ccc(CCN2C(=O)NC(C)(C3CCN(C(=O)C4CCCO4)CC3)C2=O)cc1 (stereo unspecified),1.5,0.0,-0.7,6.6
COc1ccc(-c2c(NC(=O)c3ccco3)n(C)c3ccccc3c2=O)cc1OC,0.6,-0.1,4.5,4.1
CCc1ccc(CNC(=O)c2coc(=O)c3ccccc23)cc1,1.1,0.2,15.2,8.9

(listing goes on)
smiles,GPR151 activ,FBW7 act,TEAD-YAP block,MITF inh
Cc1cncc2cccc(S(=O)(=O)N3CCCNC[C@@H]3C)c12,1.6&-0.6,0.3&0.4,2.6&12.1,3.1&4.0
CCCOC(=O)C1=C(C)NC2=C(C(=O)CC(C)(C)C2)C1c1ccc(OCC)c(OC)c1 (stereo unspecified),-0.4,0.0,3.1,-0.3
Cc1ccc(S(=O)(=O)NCc2ccco2)cc1C(=O)O,-1.5,0.1,1.5,12.4
CCSc1nc2sccn2c(=O)c1C(=O)NC(c1ccccc1)C(F)(F)F (stereo unspecified),-0.4,-0.3,1.1,11.8
Cc1ccc2oc(C(=O)Nc3cccnc3)c(C)c2c1,2.3,-0.1,-53.4,3.6
COc1cccc(C2=NS(=O)(=O)N(C)C(C(=O)Nc3sc4c(c3C#N)CCC4)=C2)c1,3.5,-0.5,-0.1,-7.3
O=C(NCC1CCCO1)C1CCN(S(=O)(=O)c2cccnc2)CC1 (stereo unspecified),1.1,0.2,0.3,4.0
CCCNC(=O)c1c(C)c(C(=O)OCC)n(C)c1C,-0.5,0.7,2.9,17.5

Later entries:
smiles,GPR151 activ,FBW7 act,TEAD-YAP block,MITF inh
COc1ccc(C[C@@H]2NC(=O)[C@H]3CN(C(=O)c4ccccc4Cl)CCN3C2=O)cc1,1.9,-0.1,0.1,-6.5
CCNC(=O)c1cn(C2CCCC2)cc(C(=O)NCc2ccccc2)c1=O,0.8,-0.1,-23.5,6.8
CC(=O)c1ccc(NC(=O)C2CCC(=O)N2S(=O)(=O)c2ccc(C)cc2)cc1 (stereo unspecified),-0.7,0.7,1.3,9.1
O=C(O)c1cc(N/N=C/c2ccc([N+](=O)[O-])cc2)ccc1Cl,1.0,-0.5,-72.8,6.3
COc1cc(NC(=O)c2cnc(Nc3ccc(N4CCOCC4)cc3)s2)cc(OC)c1OC,2.4,0.0,-5.6,7.6
CCn1c(SCC(=O)Nc2cccc(C)c2)nnc1-c1cn(C)nc1OC,2.6,0.2,12.9,-1.1
CCOCCCNc1c2c(nc3cc(-c4ccc(F)cc4)nn13)CCC2,0.0,0.1,-20.8,1.6
FC(F)(F)c1cccc(CNc2cc(Nc3ccc4ncccc4c3)ncn2)c1,1.9,-0.1,-14.9,-9.6

(more compounds)
smiles,GPR151 activ,FBW7 act,TEAD-YAP block,MITF inh
COc1ccc(OC)c(Nc2nc(-c3ccc(C)cc3)nc3ccccc23)c1,0.5,0.2,-17.4,-1.7
CCOc1ccc(N2C(=O)c3cccc4c(C(C)=O)ccc(c34)C2=O)cc1,-0.8,-0.2,9.2,-14.7
COc1ccc(NC(=O)C2C(=O)N(CCO)C3(C)CC2c2ccccc2O3)cc1 (stereo unspecified),0.2,-0.1,-25.8,18.4
CC1CC(C)CN(S(=O)(=O)N2CCCC(C(=O)NC3CCCCC3C)C2)C1 (stereo unspecified),0.4,-0.2,-1.7,-2.0
Cc1ccc(NC(=O)CN(C)c2nnc(N3CCCC3=O)s2)cc1C,1.6,0.0,-0.8,2.4
O=C(NCCSc1ccccc1)C1CCCN1S(=O)(=O)c1ccc2ccccc2c1 (stereo unspecified),1.2,0.0,-1.1,8.3
Cc1nc(CC(=O)N2CCc3c(cnc(C)c3CNC(=O)C3CCCO3)C2)cs1 (stereo unspecified),-0.5,-0.1,5.1,15.9
COc1cc(C(Nc2cccc(C)n2)c2ccc3ccc(C)nc3c2O)ccc1O (stereo unspecified),5.2*,-0.1,-0.5,-6.4

(listing goes on)
smiles,GPR151 activ,FBW7 act,TEAD-YAP block,MITF inh
Nc1ccc2sc(-c3ccccc3O)nc2c1,0.1,0.7,-74.6,-1.3
COc1cccn2c(C(=O)NCc3cccnc3)c(C(F)(F)F)nc12,-0.8,1.6,0.0,16.6
O=C(CN1CCN(c2nc(-c3ccc(F)cc3)cs2)CC1)Nc1cccc(Cl)c1,0.0,0.7,6.9,13.6
COc1c(C)cccc1C(=O)Nc1ccc(NC(=O)c2ccco2)cc1,1.7,-0.1,-5.1,3.4
COc1ccc(C2=NC(c3cc(Br)ccc3OC)NC(c3cc(Cl)ccc3O)C2)cc1 (stereo unspecified),-1.1,-0.1,-15.0,3.1
COc1ccc(CCNC(=O)c2sc3nc(-c4ccccc4)cn3c2C)cc1,-1.9,0.2,-0.9,14.3
O=C(Nc1ccc(N2CCOCC2)cc1)c1cc([N+](=O)[O-])ccc1Cl,0.2,-0.1,35.4*,-1.1
CCC(=O)NC(=S)Nc1cccc(C(=O)O)c1C,-1.0,0.0,8.0,0.8

(listing goes on)
smiles,GPR151 activ,FBW7 act,TEAD-YAP block,MITF inh
CC(C)CNC(=O)c1cccc(Cn2cc(Cl)cn2)c1,0.0,-0.1,3.0,-1.2
COc1ccc(C2CC(=O)C3=C(C2)Nc2ccccc2NC3c2cc(F)ccc2F)cc1OC (stereo unspecified),0.8,-0.2,1.4,8.5
O=C(CSc1nc2ccccc2c(=O)n1CCC(=O)NC1CCCCC1)NCc1ccco1,0.1,-0.1,-2.7,-3.8
O=C(/C=C/c1ccccc1Cl)n1cccn1,-0.3,0.0,-3.4,-2.6
CC(C)Nc1c(-c2ccccc2O)nc2ccccn12,2.3,0.0,9.1,1.5
CC(C(=O)NCc1ccc(F)cc1)N(C(=O)c1snc(C(N)=O)c1N)c1ccccc1 (stereo unspecified),-1.9,0.2,7.3,12.3
CC(C(=O)NCCc1ccccc1)n1c2ccccc2c2cn[nH]c(=O)c21 (stereo unspecified),-1.0,0.0,-14.1,-5.2
Cc1ccc2c(c1)CC(C(=O)Nc1ccc(-c3cnoc3N)cc1)CO2 (stereo unspecified),-0.2,0.1,14.4,21.8

Next records.
smiles,GPR151 activ,FBW7 act,TEAD-YAP block,MITF inh
Cc1ccc(S(=O)(=O)N2CCN3C(=O)[C@@H](C)NC(=O)[C@H]3C2)cc1,-0.8,0.9,1.9,12.8
O=C(CN1CCN(CCOCCO)CC1)Nc1ccc(OC(F)(F)F)cc1,0.4,-0.1,5.0,2.9
COc1ccc(C2(O)CSC3=C(C#N)C(c4ccc(Cl)cc4)CC(=O)N32)cc1OC (stereo unspecified),1.3,0.1,1.4,9.6
CCC(C)c1ccc2oc(-c3ccc(NC(=O)/C=C/c4ccco4)cc3)nc2c1 (stereo unspecified),0.2,0.0,-0.1,7.6
CCOC(=O)C1CCN(Cc2cc(=O)oc3c(C)cc(C)cc23)CC1,0.6,0.0,-5.4,6.1
Cc1ccc(C(=O)Nc2ccccc2C(=O)O)cc1S(=O)(=O)Nc1ccc(F)cc1,-0.2,0.2,0.8,-1.6
N#C/C(=C(/O)c1ccc(C(=O)c2ccccc2)cc1)c1nc2ccccc2s1,0.4,0.5,0.4,17.9
CCOC(=O)C1=C(C)NC2=C(C(=O)CC(c3ccc(OC)cc3)C2)C1c1cccc(Cl)c1 (stereo unspecified),-0.4,0.3,11.9,2.1

Later entries.
smiles,GPR151 activ,FBW7 act,TEAD-YAP block,MITF inh
COc1ccc(NC(=S)NC2CC3CCC(C2)N3C2CC2)c(OC)c1 (stereo unspecified),-0.1,0.0,-3.4,-11.6
COc1ccc(OCCN(C)Cc2ccccc2)cc1,-1.0,0.1,-6.3,13.4
CC(C)NS(=O)(=O)c1ccc(OCC(=O)Nc2ccc(Br)cc2F)cc1,-1.4,-0.1,5.6,1.8
Cc1ccc(-c2nc(NC(=O)Nc3ccc(Cl)cc3)sc2C)cc1,-0.4,-0.1,-2.0,-5.4
Cc1nc(CSc2nc3ccccc3[nH]2)c(Br)s1,0.1,0.0,-48.9,2.3
COC(=O)NC1CSC(CCCCC(=O)O)C1NC(=O)OC (stereo unspecified),-0.5,0.8,-2.7,49.8
COc1ccc(-n2cnc3cc(C(=O)N4CCCCC4)ccc32)cc1,0.5,-0.1,5.8,-1.5
O=C(c1cc2c(=O)oc3ccccc3c2s1)N1CCN(c2ccc(F)cc2)CC1,0.3,0.0,-6.9,2.4

(cont.)
smiles,GPR151 activ,FBW7 act,TEAD-YAP block,MITF inh
N#C/C(=C/c1ccc([N+](=O)[O-])cc1)C(=O)Nc1ccc(O)cc1,0.0,0.0,22.2,-2.3
O=C(NC1CCCC1)c1cnc(N2CCCC2)nc1,-0.5,-0.1,-5.8,-2.4
COc1ccc(NC(=O)/C=C/c2ccccc2[N+](=O)[O-])cc1,-1.8,-0.1,-27.3,8.3
CC(C)(C)n1nc2c(c1NC(=O)c1ccc(Br)cc1)CSC2,-0.6,0.3,-2.6,-8.9
Cc1[nH]ncc1-c1ccc(NC(=O)C2COc3ccc(F)cc3C2)c(N(C)CCN(C)C)c1 (stereo unspecified),-0.9,-0.2,-0.4,6.3
COc1ccccc1/C=C1\N=C(c2ccc(Cl)c([N+](=O)[O-])c2)OC1=O,-0.2,0.0,3.7,-1.2
O=C(O)c1cccc(Nc2nc(-c3ccc(F)cc3F)cs2)c1,-5.8,0.0,-49.6,8.5
N=c1sc2c(n1CC(=O)c1ccc(Cl)cc1)CCCC2,-1.0,0.1,36.6*,-15.0

Later entries:
smiles,GPR151 activ,FBW7 act,TEAD-YAP block,MITF inh
COc1cc(/C=c2\sc3nc4ccccc4n3c2=O)ccc1OCc1ccc(Br)cc1,0.5,0.0,-6.4,16.7
COC(=O)C(C)(C)NC(=O)Nc1ccc(Cl)cc1Cl,-0.8,-0.2,8.1,-3.8
COC(=O)c1sc(NC(=O)c2cccc([N+](=O)[O-])c2)c(C(=O)OC)c1C,0.5,0.2,6.7,6.3
CC(=O)NC(CCS(C)(=O)=O)C(=O)Nc1ccc(Oc2ccccc2)cc1 (stereo unspecified),-0.3,0.4,4.6,8.8
O=C(CSCc1ccccc1)NCC1(c2ccc(F)cc2)CC1,-0.9,0.0,10.6,9.5
CS(=O)(=O)c1ccc(NCCCn2ccnc2)c(F)c1,0.0,0.0,5.3,-10.7
CCN(Cc1ccccc1)S(=O)(=O)c1cc(C(=O)Nc2ccc(F)c(F)c2)ccc1F,0.6,0.1,59.2*,11.2
C=CCOc1cccc(C2c3c(oc4ccccc4c3=O)C(=O)N2c2nncs2)c1 (stereo unspecified),-0.8,0.1,-0.1,14.8
COC(=O)c1c(NC(=O)CSc2ccccn2)sc2c1CCC2,0.0,0.0,-9.5,-4.8
CCOc1ccccc1N(Cc1nnc2n1CCCCC2)C(=O)Nc1ccc(OC)cc1,0.0,0.8,-30.7,12.7

Of the compounds above, these contain a furan ring, fused or not:
smiles,GPR151 activ,FBW7 act,TEAD-YAP block,MITF inh
COc1ccc(-c2c(NC(=O)c3ccco3)n(C)c3ccccc3c2=O)cc1OC,0.6,-0.1,4.5,4.1
Cc1ccc(S(=O)(=O)NCc2ccco2)cc1C(=O)O,-1.5,0.1,1.5,12.4
Cc1ccc2oc(C(=O)Nc3cccnc3)c(C)c2c1,2.3,-0.1,-53.4,3.6
COc1c(C)cccc1C(=O)Nc1ccc(NC(=O)c2ccco2)cc1,1.7,-0.1,-5.1,3.4
O=C(CSc1nc2ccccc2c(=O)n1CCC(=O)NC1CCCCC1)NCc1ccco1,0.1,-0.1,-2.7,-3.8
CCC(C)c1ccc2oc(-c3ccc(NC(=O)/C=C/c4ccco4)cc3)nc2c1 (stereo unspecified),0.2,0.0,-0.1,7.6
